Screening data deposited in PubChem BioAssay by National Center for Advancing Translational Sciences (NCATS).
KDM5B inh – KDM5B demethylase inhibition; KDM5B demethylase, FDH-coupled NADH fluorescence (FDH is formaldehyde dehydrogenase); Q9UGL1; AID 1347165; Potency, µM (doses to about 57.7 µM), for the others: top-dose activity change, negative = inhibition, actives largely listed as inhibitors; 2.6% of 220,000 active; active = well fitted inhibition curve with a large enough effect; inconclusive = small, poorly fitted or top-dose-only effect; inactive = no such curve, though single readings can be large or run the other way; note: 0% is about no effect; nearly all actives have a fitted effect of over 70% in size
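Here, H3K4me3 peptide (12.5 µM in substrate mix) is demethylated by KDM5BΔAP, 200 nM final, after 10 min compound exposure. Formaldehyde product is coupled through FDH (0.25 U/mL in mix) to NADH fluorescence; 30-min ΔRFU feeds dose-response curves.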
* = called active by the depositor; u = inconclusive; [ ] = remark or other dose. Potency is the fitted concentration of half-maximal effect.

SMILES	KDM5B inh
O=C1NC2(Cc3ccccc31)CN(C(=O)c1ccc3c(c1)OCO3)C2	1%[149 µM]
Cc1c(NC(=O)C(C)Oc2ccccc2F)c(=O)n(-c2ccccc2)n1C (centres undefined)	-4%
CN1CCOc2c(C(=O)NCCN3CCNC3=O)cc(-c3cccc4[nH]ccc34)cc21	32µM*
COc1ccc(S(=O)(=O)N2CCCC(Cc3noc(-c4cnccn4)n3)C2)cc1 (centres undefined)	-14%
Cc1cccc(-n2cc(CN3CCN(c4cc(N)nc(N)n4)CC3)cn2)c1	-24%
Cc1ccc(C)n1-c1nnc(N2CCCC(C(=O)NCc3ccc(F)cc3)C2)s1 (centres undefined)	u
COc1ccccc1C(=O)Nc1ccc(C(=O)OCc2cc(=O)n3c4c(sc3n2)CCCC4)cc1	-25%
CCc1ccc(NC(=O)Cn2c(=O)oc3cc(S(=O)(=O)NCc4ccccc4)ccc32)cc1	u
COc1cccc(CNc2ncnc3onc(-c4ccc(F)cc4)c23)c1	-40%
COC(=O)c1c(NC(=O)c2ccncc2)sc(C(=O)Nc2ccccc2)c1C	10%
Cc1nc2nc(SCC(=O)NCCc3ccc(Cl)cc3)nn2c(C)c1Cc1c(F)cccc1Cl	-18%
COc1cc(NC(=O)Cn2c(-c3ccccc3)nc(C)c(CCO)c2=O)cc(OC)c1	-3%
COc1ccc(-c2cn(C)c(=O)n3cc(COc4ccccc4)nc23)c(C)c1	-10%[86.2 µM]
CC(CNC(=O)CCc1ccc2c(c1)CN(S(C)(=O)=O)CCO2)c1ccccc1 (centres undefined)	6%
CC(C)(C)C(=O)N1CCC2(CC1)CC(=O)N(c1ccccc1)c1ccccc1O2	10%

Reprinted at random: six entries already listed, in no set order.
SMILES	KDM5B inh
Cc1cccc(-n2cc(CN3CCN(c4cc(N)nc(N)n4)CC3)cn2)c1	-24%
COc1cccc(CNc2ncnc3onc(-c4ccc(F)cc4)c23)c1	-40%
CCc1ccc(NC(=O)Cn2c(=O)oc3cc(S(=O)(=O)NCc4ccccc4)ccc32)cc1	u
COc1ccc(S(=O)(=O)N2CCCC(Cc3noc(-c4cnccn4)n3)C2)cc1 (centres undefined)	-14%
CN1CCOc2c(C(=O)NCCN3CCNC3=O)cc(-c3cccc4[nH]ccc34)cc21	32µM*
O=C1NC2(Cc3ccccc31)CN(C(=O)c1ccc3c(c1)OCO3)C2	1%[149 µM]

(list continues)
SMILES	KDM5B inh
COc1cccc(-c2nc(S(=O)(=O)c3ccc4c(c3)OCCO4)c(N3CCOCC3)o2)c1	u
Cc1noc2c(NCCN3CCOCC3)cc(-c3ccccc3)nc12	-2%[86.2 µM]
Cc1cc(=O)n2[nH]c(NCc3ccc(F)cc3)nc2n1	u
CCOC(=O)c1c(C)[nH]c(CCC(=O)Nc2ccccc2C(=O)OC)c1C	u
COc1ccc(Cc2nc3nccc(-c4ccc(OC)c(OC)c4)n3n2)cc1	20µM*
CCC(C(=O)Nc1cccc(Cl)c1)n1nc(-c2ccc(C)cc2)ccc1=O (centres undefined)	-30%
CS(=O)(=O)c1ccc(OCC2(CNCc3ccc(F)cc3)C[C@@H](O)[C@@H](O)C2)cc1 (some centres undefined)	21%
COc1ccc(CCc2nc3nccc(-c4cccnc4)n3n2)cc1OC	-11%
COc1ccc(NC(=O)N[C@H]2CO[C@H]3[C@@H]2OC[C@@H]3n2nnnc2-c2ccc3c(c2)OCO3)cc1	-24%
O=C(c1nc(-c2ccc(Cl)cc2Cl)c2cnccn12)N1CCN(c2ncccn2)CC1	u
Cc1cc2c(cc1C)CN(c1ccccc1)C2	24%
COCC(=O)Nc1ccc(-c2noc([C@@H]3CCCN3Cc3ccc(NC(C)=O)cc3)n2)cn1	-22%
Cc1nc(NC(=O)COc2cccc3ccccc23)sc1C	-5%
Cc1noc(NS(=O)(=O)c2ccc(NC(=O)C(Cl)(Cl)Cl)cc2)c1C	-21%
CCn1c(SCC(=O)c2cc(C)n(C(C)C)c2C)nc2cc(S(N)(=O)=O)ccc21	-19%
O=C(CSc1nc2ccccc2nc1Cc1ccccc1)Nc1ccc2c(c1)OCO2	10%
Cc1ccc2nc(/C(C#N)=C\c3ccc(C)s3)[nH]c2c1	-5%
Cc1onc(-c2ccccc2Cl)c1C(=O)Nc1cccc(C(=O)NC2CC2)c1	10%
CC(C)Oc1cccc(-c2cccc(COc3cnc4c(ccn4CC(=O)O)c3)c2)c1	u
CC(=O)N1CCc2nn(CC(=O)N3CCN(c4ccccc4F)CC3)c(=O)cc2C1	-2%
CCNC(=O)NC(=O)CN(C)Cc1cccc(C#N)c1	2%
N#Cc1cccc(CN2CCC3(CC2)CN(c2ncccn2)CC3CO)c1 (centres undefined)	28µM*
COc1cc(CC(=O)N2CCC3(CC2)CC(O)CCO3)cc(OC)c1 (centres undefined)	-7%
CN(C)c1ccc(CN2CCn3c(nn(-c4ccc([N+](=O)[O-])cc4)c3=O)C2)cc1	u
COc1ccc2cc(S(=O)(=O)c3ccccc3F)c(=O)oc2c1	u
O=C(N/N=C/c1ccc(Cl)cc1)C1CC1	-4%
Cc1cccc(NC2=NC(c3cccnc3)n3c(nc(C)cc3=O)N2)c1 (centres undefined)	-14%
COc1ccc2nc(N(Cc3cccnc3)C(=O)C3COc4ccccc4O3)sc2c1 (centres undefined)	-8%
CCCCC(CC)C(=O)Nc1cccc(CC)c1 (centres undefined)	10%
COc1ccc(C(=O)N2CCC3(COc4ccncc4[S+](=O)([O-])N3)C2)cc1 (centres undefined)	14%[115 µM]
Cc1ccc(NC2CC(C)NC(=S)N2)cc1 (centres undefined)	9%
CCN1CCN(c2cc(C)c3cc(NC(=O)c4cc(Br)ccc4Cl)ccc3n2)CC1	-14%
O=C(Nc1ncn(Cc2ccccc2F)n1)c1ccn(COc2ccc(Cl)cc2)n1	16%
COc1ccc(NC(=O)CCC2CCN(C(=O)c3ccccc3F)CC2)c(OC)c1	-36%
O=C(COc1ccc(-c2ccccc2)cc1Cl)c1ccc[nH]1	-6%
CCN(CC)CCn1c2ccccc2c2nc3ccc([N+](=O)[O-])cc3cc21	-7%
O=C(CCC1CCCC1)NCC1CN(Cc2ccccc2)CCO1 (centres undefined)	3%
O=C(CN1C(=O)c2cccc3cccc1c23)Nc1cccc(F)c1	u
Cc1cc(C(=O)O)ccc1-c1ccc(/C=N/n2cnnc2)o1	u
O=C(NCc1ccccc1)C1CCN(S(=O)(=O)c2ccc3c(c2)CCCN3C(=O)C2CCC2)CC1	-7%
COc1ccc(-c2csc(NC(=O)c3ccccc3OCc3noc(C)n3)n2)cc1	-19%
C=C(C)COc1ccc2c(=O)c(Oc3ccc(C(=O)OC)cc3)c(C)oc2c1	-8%
COC(=O)c1ccc(CN2C(=O)[C@@H]3C[C@@H](O)CN3C3(CN(Cc4cccc(OC)c4)C3)C2=O)cc1	9%
N#Cc1ccc(C(=O)N2C[C@@H](Oc3ccccc3)C[C@H]2C(=O)N2CCCC2)cc1	29%
COc1ccc(-c2nonc2NC(=O)COc2c(C)cccc2C)cc1	13%
O=C(Nc1ccc(Cl)c(Cl)c1)N1CCC(c2ccccc2)C1 (centres undefined)	u
Cc1ccc2cc3c(nc2c1)OCC3	20%
Cc1nc(NC(=O)c2cc3ccccc3o2)sc1C	52%[activator]
CCOCCn1c(=O)c2c(nc3n2CCN3c2ccc(C)cc2)n(C)c1=O	0%
CCSc1oc(-c2ccc(F)cc2)nc1S(=O)(=O)c1ccc(C)cc1	u
CCc1cccc(NC(=O)CCC(=O)N2CCSc3ccccc32)c1	-19%
Cc1nc(-c2c3n(c(=O)n(CC(=O)Nc4ccc(C)c(F)c4)c2=O)CCCC3)no1	-19%
Cc1ccc(C(=O)NC2CCN(CCOC(C)C)CC2)s1	-3%
CC(C)NC(=O)N1CCC(O)(c2csc(CN3CC[C@@H](O)C3)n2)CC1	-5%[86.2 µM]
Cc1cc(C)c(NC(=O)c2cc3sc(Cl)cc3n2C)c(C)c1	1%
Fc1ccc(-c2cnc3n[nH]c(-c4ccc5c(c4)OCO5)c3n2)cc1	4%[86.2 µM]
COc1ccc(-c2nnc(C[C@@H]3C[C@@H](C(C)C)[C@H](CN4CCC(C(N)=O)CC4)C=C3C)o2)cc1	6%
CC1CCc2noc(NC(=O)c3cc(=O)c4cc(Cl)ccc4o3)c2C1 (centres undefined)	u
CC(=O)NCCC(=O)Nc1cc(S(=O)(=O)N2CCCCC2)ccc1Oc1cccc(C)c1	17%
COc1ccccc1C(=O)NC(=O)CSc1c(Cl)cccc1Cl	24%

In the list so far, five have an aryl thioether with sulfur outside any ring.
SMILES	KDM5B inh
Cc1nc2nc(SCC(=O)NCCc3ccc(Cl)cc3)nn2c(C)c1Cc1c(F)cccc1Cl	-18%
CCn1c(SCC(=O)c2cc(C)n(C(C)C)c2C)nc2cc(S(N)(=O)=O)ccc21	-19%
O=C(CSc1nc2ccccc2nc1Cc1ccccc1)Nc1ccc2c(c1)OCO2	10%
CCSc1oc(-c2ccc(F)cc2)nc1S(=O)(=O)c1ccc(C)cc1	u
COc1ccccc1C(=O)NC(=O)CSc1c(Cl)cccc1Cl	24%

(next part)
SMILES	KDM5B inh
C=CCOc1ccc(NC(=O)c2ccc(C(C)(C)C)cc2)cc1	-4%
Cc1ccc(-c2nnc(CN3CCCCC3C)o2)cc1 (centres undefined)	26%
Clc1ccc(-c2ccc(CNc3ncn[nH]3)o2)cc1	-13%
CCN1CC(C(=O)N2CCN(Cc3cc(OC)ccc3OC)CC2)CC1=O (centres undefined)	-25%
CCc1c(C)nn(CC(=O)N2CC[C@@](O)(CCOC)[C@H](C)C2)c1C	47%[activator]
Cc1cccc(-c2c3c(nc4sc5c(c24)CCC(C)C5)C(C)CCC3)c1 (centres undefined)	-3%
COc1cccc(Nc2cc3[nH]ccc3c(C(=O)NCc3c(C)cc(C)[nH]c3=O)n2)c1	u
Cc1ccc(C(=O)N2CCCCCCNC(=O)[C@@H]3C[C@@H](c4nc(-c5cnccn5)no4)C[C@@H]32)s1	5%
Cc1cc(C)cc(Nc2nc(C)cc(=O)n2CC(=O)Nc2cccc(C(F)(F)F)c2)c1	-32%
CCN(CC)S(=O)(=O)c1cccc(-c2nnc(SCc3ccc(Cl)cc3)n2N)c1	-18%
COCCCNc1nc2c(c(=O)n(C)c(=O)n2C)n1Cc1ccc(Cl)cc1	-9%
Cc1ccc(C(=O)N2CCOC(CN(C(=O)c3ccc(F)cc3)C3CCCC3)C2)cc1 (centres undefined)	1%
O=C(Nc1oc2ccccc2c(=O)c1-c1cccc(Cl)c1)c1cccs1	-6%
CC(NC(=O)c1ccc(SC(F)F)cc1)c1ccncc1 (centres undefined)	12%
Cc1ccccc1NC(=O)C1CCCC1	15%
Cc1cccc(-n2nnnc2C2(Nc3ccccc3C)CCCC2)c1	16%
Cc1cc(C)nc(SCc2nc3cc(NC(=O)c4ccc(F)c(Cl)c4)ccc3n2C)n1	u
CC(C)(C)OC(=O)N1CCC(Cn2c(=O)[nH]c3cccnc32)CC1	-13%[86.2 µM]
CC(=O)c1ccc(NC(=O)CSc2nc(-c3cccc(F)c3)nc3c2c(=O)n(C)c(=O)n3C)cc1	-14%
COc1ccccc1C(C)N(C)C(=O)c1cccc(CCC(C)(C)O)c1 (centres undefined)	21%
CNC(=O)[C@@H](c1ccc(OC)cc1)N1CCC[C@H]1C(=O)N1CCCC1	-15%[86.2 µM]
CC(C)(C)c1ccc(C(=O)N2CCN(c3cc(C(F)(F)F)ncn3)CC2)cc1	-7%
COCCN1C(=O)c2cccn2CC1CNC(=O)CCc1nc2ccccc2[nH]1 (centres undefined)	15%
Cc1ccc(N2C[C@]34C=C[C@H](O3)C(C(=O)N(C)CCc3cn[nH]c3)C4C2=O)cc1C (some centres undefined)	20%
CCC(CC)CN1CC2(CCN(C(=O)c3cnc(NC)nc3)CC2)OC1=O	u
COc1ccc(F)cc1S(=O)(=O)N1CCC(Oc2ccc(C(N)=O)cn2)CC1	-2%
CCCc1cc(=O)oc2cc(C)cc(OCC(=O)NCc3ccncc3)c12	u
O=C(NCC1(N2CCOCC2)CCCCC1)C1CCN(C(=O)c2ccc(Cl)cc2)CC1	7%
O=C(Nc1ccccc1)C(=O)c1cn(CC(=O)N2CCOCC2)c2ccccc12	-10%
CCN(C(=O)COC(=O)COc1ccccc1Cl)c1c(N)n(Cc2ccccc2)c(=O)[nH]c1=O	27%
O=C(c1cccs1)N1CCC(c2noc(-c3cnccn3)n2)C1 (centres undefined)	18%
CCCN1C(=O)C(=O)N(Cc2cc(=O)oc3cc(C)c(C)cc23)C1=O	-13%
O=Cc1cc2ccccc2nc1Sc1ccc(Cl)cc1	3%
CCC(=O)N1CCc2cc(Br)cc(S(=O)(=O)N3CCCC(C(=O)Nc4cccc(Cl)c4C)C3)c21 (centres undefined)	-12%
COCC1(CNCc2cn(C)c3ccccc23)C[C@@H](O)[C@@H](O)C1 (some centres undefined)	-24%[86.2 µM]
CCOC(=O)N1CCN(C(=O)CNC(=O)c2nn(-c3ccc(OC)c(OC)c3)c(=O)c3ccccc23)CC1	5%
NC(=O)COc1cccc(NC(=O)CCc2ncc(-c3ccccc3)o2)c1	13%
CCOC(=O)C1=C(C)Nc2nc(SCc3ccccc3C)nn2C1c1cccs1 (centres undefined)	6%
COC(=O)CC(NC(=O)CNC(=O)c1ccc(N2CCCC2=O)cc1)c1ccccc1Cl (centres undefined)	14%
COc1ccc(Cl)cc1NC(=O)Cn1c(N2CCN(c3ccccc3)CC2)nc(C)cc1=O	u
CCN1CCN(C(=O)Cn2nc(C)c3sc(-c4ccccc4)nc3c2=O)CC1	22µM*

Not all compounds are listed; count on the stated rates, not on these rows.
